SR-BI HDL uptake = inhibitors of SR-BI mediated HDL lipid uptake, primary screen, ldlA[mSR-BI] cells, fluorescence, single point | inhibition, % at 12.5 µM | Scavenger receptor class B member 1 (Mus musculus), Q61009 | AID 488896, 2010 | 320,000 compounds, 0.96% hits | ldlA[mSR-BI] CHO cells, DiI-HDL uptake fluorescence, 3 h;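 active = mean replicate inhibition of at least 70% and a set share of replicates each scoring 70 or more; inconclusive = meets just one of the two criteria; inactive = fails both criteria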;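 note: 0% = median of neutral control wells and 100% = median of positive control wells; values of inactives mirror those of a sister screen read the other way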
Target sequence (Q61009 whole entry, looked up): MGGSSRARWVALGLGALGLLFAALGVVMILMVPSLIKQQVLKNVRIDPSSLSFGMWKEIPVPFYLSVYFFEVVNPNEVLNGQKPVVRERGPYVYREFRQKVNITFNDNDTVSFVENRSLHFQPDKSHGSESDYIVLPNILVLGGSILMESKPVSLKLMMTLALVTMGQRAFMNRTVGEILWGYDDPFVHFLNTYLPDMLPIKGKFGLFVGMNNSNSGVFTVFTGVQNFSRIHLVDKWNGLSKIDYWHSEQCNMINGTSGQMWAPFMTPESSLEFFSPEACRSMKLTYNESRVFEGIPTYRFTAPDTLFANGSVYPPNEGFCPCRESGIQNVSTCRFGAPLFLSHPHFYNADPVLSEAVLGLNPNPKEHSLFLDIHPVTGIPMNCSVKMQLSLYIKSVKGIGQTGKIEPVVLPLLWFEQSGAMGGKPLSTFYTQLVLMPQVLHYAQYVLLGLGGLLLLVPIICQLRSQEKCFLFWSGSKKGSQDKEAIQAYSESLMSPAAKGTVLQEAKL
PKA-R1A activ = activators of PKA-R1A holoenzyme, primary screen, biochemical, fluorescence polarization, Cy5-IP20, bovine R1A, mouse PKAc; 340,000 compounds, 0.083% hits; PKA-R1A dissociation; scaled: DMSO 0%, 113 µM cGMP 100%; cAMP-dependent protein kinase type I-alpha regulatory subunit (Bos taurus) + …; activation, % at 11.4 µM;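 active = percent activation above the mean of all tested compounds plus 3 SD, cut at about 19% in these data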;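 note: higher means more PKAc released from R1A so a rise in polarization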
Mot1-301 SUMO = yeast Mot1-301 growth rescue at high temperature, primary screen, SUMOylation pathway inhibitor project, S. cerevisiae, ATP luminescence, 38.5C; S. cerevisiae Mot1-301 growth rescue; percent above DMSO median, 100 means doubled; growth rescue, % at 18.8 µM; 320,000 compounds, 1% hits;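 active = every valid replicate shows activation above 250% relative to neutral control wells; inactive = the rest, any valid replicate at or below 250%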;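 note: OY570 slx delta 5 strain wells were the positive control but not used for scaling; some compounds called inactive have numbers as strong as hits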
PKA-R2B act = activators of PKA-R2B holoenzyme, primary screen, biochemical, fluorescence polarization, Cy5-IP20, human; activation, % at 11.4 µM; 340,000 compounds, 0.079% hits; cAMP-dependent protein kinase catalytic subunit beta (Homo sapiens) + cAMP-dependent …; PKA-R2B holoenzyme dissociation; R2B truncated from residue 108, S112A mutant; 0% DMSO only, 100% 113 µM cGMP;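 active = activation above a cutoff set at the mean over all compounds plus 3 SD, cut at about 18% in these data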;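 note: higher means more holoenzyme dissociation and a rise in polarization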
Target sequence (P31323 whole entry, looked up, other chains not shown, the tested form may be a part): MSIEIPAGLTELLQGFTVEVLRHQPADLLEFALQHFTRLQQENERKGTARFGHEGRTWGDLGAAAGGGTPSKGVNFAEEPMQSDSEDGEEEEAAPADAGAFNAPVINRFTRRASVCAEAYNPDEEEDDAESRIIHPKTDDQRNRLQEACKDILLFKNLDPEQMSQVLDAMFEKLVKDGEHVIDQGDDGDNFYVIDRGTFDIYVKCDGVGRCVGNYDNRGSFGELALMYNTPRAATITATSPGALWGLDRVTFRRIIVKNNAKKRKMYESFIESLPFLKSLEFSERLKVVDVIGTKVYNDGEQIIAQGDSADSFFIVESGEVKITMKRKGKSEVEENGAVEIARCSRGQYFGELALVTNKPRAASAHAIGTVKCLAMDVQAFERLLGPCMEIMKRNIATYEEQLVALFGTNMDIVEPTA
MITF TRPM1 HTS = activators of MITF-driven TRPM1 promoter reporter, primary screen, cell-based, SK-MEL-5, luciferase, single point. 300,000 compounds, 0.75% hits. SK-MEL-5 TRPM1-promoter luciferase, 24 h; % of positive control, neutral wells = 0. activation, % at 12.5 µM. AID 588334, 2011;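 active = mean activation of at least 80% with every replicate also reaching 80%; inconclusive = mean reaches 80% but some replicate falls short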;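 note: 0% = neutral control wells and 100% = parthenolide positive control wells; values of inactives mirror those of a sister screen read the other way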
DSG3 Ab inh = inhibitors of pemphigus antibody binding to DSG3, primary screen, biochemical, bead-based, flow cytometry, scFv-GFP. DSG3-coupled beads, scFv-anti-DSG3-GFP binding; active compounds read low. binding (percent of control), % at 10 µM. 310,000 compounds, 0.48% hits;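 active = binding more than 3 SD below its plate's average and above zero; inconclusive = below that plate limit but binding exactly zero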;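 note: hits lower antibody fragment binding to DSG3; some compounds called inactive have numbers as strong as hits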
NSD2 inh = NSD2 histone methyltransferase inhibitors, primary screen, biochemical, AlphaScreen, single concentration, set 2; NSD2 peptide methylation, 120 min; 310,000 compounds, 0.54% hits; inhibition, % at 12.5 µM; in the data active = inhibition above about 50%
dFosB activator = activators of delta FosB homodimer, primary screen, biochemical, fluorescence polarization, TAMRA-CDK5 oligo, single point; purified delta FosB; percent of positive-control signal above neutral wells; activation, % at 25 µM; 340,000 compounds, 0.99% hits; AID 493131, 2011;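 active = mean activation above about 17%, with every replicate also reaching it, limit read from the data, passing the limit was not always enough; inconclusive = only one of the two conditions met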;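 note: fluorescence polarization rise as delta FosB binds a TAMRA Cdk5 AP-1 oligo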
CDK5 inh = inhibitors of human CDK5/p35 kinase, primary screen, biochemical, single concentration; Cyclin-dependent kinase 5 (Homo sapiens) + Cyclin-dependent kinase 5 activator 1 (Homo …; AID 488839, 2010; inhibition, % at 10 µM; Recombinant CDK5/p35, ADP-Glo luminescence, 60 min; 330,000 compounds, 0.01% hits;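 active = highest replicate inhibition of at least 50% and at least 75% of replicates reaching 50%; inconclusive = only one of the two criteria met; inactive = both criteria failed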;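 note: plate controls were DMSO neutral control for no effect and GW8510 at 10 µM for full effect; many of its hits are not listed in these tables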
SR-BI DiI-HDL act = activators of SR-BI mediated DiI-HDL uptake, primary screen, ldlA[mSR-BI] CHO cells, DiI fluorescence; 3 h; 100 = double the neutral-control signal; activation, % at 12.5 µM; 320,000 compounds, 0.096% hits; AID 504775, 2011;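 active = mean replicate activation of at least 60% and every replicate at or above 60%; inconclusive = mean or all-replicate condition met, but not both; inactive = mean below 60% and not all replicates reaching 60%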;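 note: 0% = median plate neutral-control signal and 100% = twice that signal; values of inactives mirror those of a sister screen read the other way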
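Assay system: CHO ldlA[mSR-BI] cells, LDL receptor-null, SR-BI overexpressing; medium: Ham's F12 with 0.5% BSA, HEPES 25 mM, pH 7.4; also added: DiI-HDL 10 µg/mL; timing: 3 h uptake period with compound, 37 °C; signal: DiI fluorescence, bottom read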
Arr AP2 block = inhibitors of beta-arrestin/AP2 binding, primary screen, biochemical, GPCR trafficking, flow cytometry; FITC-arrestin peptide / GST-AP2 beads; AP2 beta2 appendage carries R879A mutation; inhibition, % at 10 µM; 340,000 compounds, 0.31% hits; AID 504490, 2011;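 active = inhibition above a set limit, near 3 SD of compounds lacking own fluorescence, cut at about 54% in these data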;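 note: plate controls were DMSO wells for no effect and 5 µM unlabelled arrestin peptide for full effect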
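test system = AP2 appendage R879A on GSH beads | buffer or medium = PBS plus Tween 20 (0.05%) and BSA (0.1%) | incubation = 12 min plus 1 h, RT | detection = bead flow cytometry, FITC channel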
The depositor's hits bear a star; ? = inconclusive; nt = not tested or not shown.

SMILES | SR-BI HDL uptake | PKA-R1A activ | Mot1-301 SUMO | PKA-R2B act | MITF TRPM1 HTS | DSG3 Ab inh | NSD2 inh | dFosB activator | CDK5 inh | SR-BI DiI-HDL act | Arr AP2 block
CC(=O)Nc1cc(-c2ccccc2)ccc1O | -3 | -4 | 13 | 6 | nt | 100 | nt | 4 | -0.4 | 3 | 1
COC(=O)c1ccc(S(=O)(=O)N2CCc3ccccc32)cc1 | -9 | -4 | -13 | 0 | nt | 123 | -5 | -1 | 2.2 | 9 | 4
COc1cc2c(cc1C1C(C#N)=C(N)OC3=C1C(=O)CC(C)(C)C3)OCO2 (centres undefined) | -4 | -3 | -4 | -15 | -6 | 115 | 5 | 2 | -0.7 | 4 | -6
O=C(CN1CCN(S(=O)(=O)/C=C/c2ccccc2)CC1)NC(=O)NCc1ccco1 | -8 | 1 | -17 | 8 | -5 | 104 | 5 | -10 | 1.2 | 8 | 5
COc1ccc(OC)c(CCNC(=O)c2sc3nc4n(c(=O)c3c2C)CCC4)c1 | -11 | 5 | 6 | -1 | 14 | nt | -1 | -4 | -2.3 | 11 | -4
O=C(CN1C(=O)NC2(CCCC2)C1=O)Nc1nc2ccc(F)cc2s1 | 13 | -6 | 3 | -9 | 12 | 105 | 0 | -4 | 11 | -13 | -8
C=CCn1c(SCC(=O)c2ccccc2)nnc1-c1ccc2c(c1)OCO2 | 7 | 8 | 0 | -5 | -9 | 127 | 2 | -12 | 1.4 | -7 | 2
O=C(c1ccc(S(=O)(=O)N2CCCCCC2)cc1)N1CCN(c2ccccc2)CC1 | 17 | -1 | -19 | -14 | -3 | 100 | 10 | -4 | 0.7 | -17 | -2
O=C1CCCc2c1cc(C(=O)NC1CCSC1=O)c(=O)n2-c1ccccc1 (centres undefined) | -16 | -11 | -11 | -14 | 0 | 99 | 1 | -17 | 0.2 | 16 | 1
CC(=O)c1sc(N/N=C/c2ccc(C(C)C)cc2)nc1C | 19 | -6 | 17 | 1 | 95* | 105 | 45 | -8 | -2.2 | -19 | -20
CC(=O)Nc1ccc(S(=O)(=O)N2CCC(NC(=O)C(Cc3ccccc3F)NC(C)=O)CC2)cc1 (centres undefined) | -13 | 1 | nt | -17 | 1 | 86 | -2 | 3 | -0.8 | 13 | 1
O=C(Nc1ccc(F)cc1)C1CCCN1S(=O)(=O)c1ccc(Br)cc1 (centres undefined) | -5 | 2 | 0 | -6 | 0 | 113 | -3 | -8 | -1.4 | 5 | -3
COc1cc2nc(CN(C)Cc3ccc(OC)c(OC)c3OC)[nH]c(=O)c2cc1OC | -5 | -5 | -5 | -9 | 19 | 100 | 6 | -17 | 0.0 | 5 | -20
CCC1CCCCN1S(=O)(=O)Cc1ccccc1Cl (centres undefined) | -6 | -4 | 12 | 1 | 21 | 82 | nt | -4 | 0.6 | 6 | -1
Nc1ccc(Br)cc1-c1nc2ccccc2[nH]c1=O | 11 | 11 | nt | 3 | 12 | 98 | 1 | -9 | 1.4 | -11 | 18
CCN(CC)CCNc1ccc(C)c2sc3ccc(O)cc3c(=O)c12 | 30 | -1 | nt | -3 | nt | 98 | nt | 41* | 0.8 | -30 | 30
Cc1ccc(C)c(N(CC(=O)N2CCCC2)S(C)(=O)=O)c1 | -39 | -2 | -6 | 0 | nt | 101 | -1 | 9 | -3.9 | 39 | 0
CCN(CC(=O)NCc1ccc(F)cc1)S(=O)(=O)c1ccc(Cl)s1 | 3 | 0 | -7 | 2 | 0 | nt | -1 | 7 | 3.2 | -3 | -1
CC(C)c1nc(SCC(=O)Nc2cccc(C(=O)O)c2)c2c3c(sc2n1)CCCC3 | -12 | -1 | -7 | 4 | -6 | 89 | nt | -7 | 0.9 | 12 | -6
O=C(O)c1cccc(S(=O)(=O)N2CCCC2)c1 | -3 | -17 | -9 | -6 | 6 | 127 | -6 | -4 | -0.6 | 3 | 25
CCOc1ccc(S(=O)(=O)NCCC(=O)Nc2cccc(C(=O)OC)c2)cc1 | nt | 5 | -7 | -2 | 15 | 97 | -10 | -6 | -2.5 | nt | 36
CCOc1ccc2c(c1)C(C)=CC(C)(C)N2 | 4 | -10 | 45 | -9 | 14 | 103 | nt | -3 | 1.9 | -4 | 12
O=C(NN=Cc1c(O)ccc2ccccc12)c1ccncc1 | 97* | 0 | nt | -5 | nt | 115 | 2 | 8 | 0.6 | -97 | 4
C[C@@H](C(=O)Nc1ccccc1N1CCOCC1)N1C(=O)C2CC=CCC2C1=O (some centres undefined) | -5 | -3 | -11 | -6 | 1 | 99 | -1 | -1 | 1.0 | 5 | -5
Cc1ccc(/C=N/NC(=O)CNC(=O)COc2ccccc2)o1 | 0 | 5 | -22 | 8 | -4 | 122 | 0 | -2 | 0.1 | 0 | -7

Compounds above with an aryl thioether with sulfur outside any ring (2):
SMILES | SR-BI HDL uptake | PKA-R1A activ | Mot1-301 SUMO | PKA-R2B act | MITF TRPM1 HTS | DSG3 Ab inh | NSD2 inh | dFosB activator | CDK5 inh | SR-BI DiI-HDL act | Arr AP2 block
C=CCn1c(SCC(=O)c2ccccc2)nnc1-c1ccc2c(c1)OCO2 | 7 | 8 | 0 | -5 | -9 | 127 | 2 | -12 | 1.4 | -7 | 2
CC(C)c1nc(SCC(=O)Nc2cccc(C(=O)O)c2)c2c3c(sc2n1)CCCC3 | -12 | -1 | -7 | 4 | -6 | 89 | nt | -7 | 0.9 | 12 | -6

Individual results from above:
For Arr AP2 block, CCOc1ccc2c(c1)C(C)=CC(C)(C)N2 reads 12
For CDK5 inh, O=C(NN=Cc1c(O)ccc2ccccc12)c1ccncc1 reads 0.6

The list continues:
SMILES | SR-BI HDL uptake | PKA-R1A activ | Mot1-301 SUMO | PKA-R2B act | MITF TRPM1 HTS | DSG3 Ab inh | NSD2 inh | dFosB activator | CDK5 inh | SR-BI DiI-HDL act | Arr AP2 block
CC(=O)c1cc(NC(=O)c2ccc(Cl)cc2)c(=O)oc1/C=C/N(C)C | 10 | -1 | nt | -5 | 6 | 129 | 6 | 2 | -0.6 | -10 | -1
Cc1cccc(N(C(=O)Cn2nnc3ccccc32)C(C(=O)NCc2ccco2)c2ccncc2)c1 (centres undefined) | -8 | -10 | -1 | 5 | 2 | 110 | 2 | -10 | -4.1 | 8 | 5
c1ccc(CNc2ncnc3[nH]ncc23)cc1 | -13 | -5 | nt | 1 | 14 | 95 | -3 | 4 | 0.8 | 13 | 9
CC(=O)N(Cc1ccco1)c1nc(C(=O)Nc2ccc(Cl)cc2)c(C)s1 | 62 | 0 | 8 | -2 | 19 | 95 | -1 | -1 | 0.8 | -62 | 34
Cc1noc(C(=O)Nc2cccc(Cl)c2)c1Cl | -12 | 0 | 2 | -10 | 57 | 105 | -2 | 5 | 0.0 | 12 | 37
CC(=C/C(=O)O)/C=C/c1cccs1 | -12 | 10 | 16 | -8 | -4 | 104 | -2 | 7 | 0.0 | 12 | 4
O=C(CCN1C(=O)/C(=C\c2ccccc2F)SC1=S)N1CCCCC1 | -4 | 0 | 1 | 0 | 32 | 110 | 1 | -10 | -2.0 | 4 | 1
CCCc1cc(C(=O)Nc2ccc(C(=O)c3ccc(F)cc3)cc2)n(C)n1 | 14 | -5 | 10 | 4 | -10 | 103 | 0 | -12 | -1.2 | -14 | -11
CC1=CC2=NC(=O)CC(C)(C(=O)N(CC(=O)NC3CCCC3)c3ccccc3C)N2C=C1 (centres undefined) | -11 | 1 | -5 | -3 | -3 | 109 | -2 | -1 | -0.4 | 11 | -12
N#Cc1ccccc1Sc1ccccc1C(=O)NCC(c1ccco1)N1CCCC1 (centres undefined) | -15 | -2 | 6 | -10 | 2 | 119 | 10 | -2 | -8.6 | 15 | 1
O=C(COc1cccc(C(F)(F)F)c1)Nc1cccc(S(=O)(=O)NC2=NCCCCC2)c1 | 10 | -6 | nt | -2 | -10 | 115 | -3 | -9 | 0.0 | -10 | -2
CC(=O)Nc1ccc(S(=O)(=O)Nc2nc3cc4c(cc3nc2Cl)OCCO4)cc1 | 9 | -6 | -18 | 1 | -3 | 88 | 9 | -4 | 1.1 | -9 | 9
CCn1c(COc2ccccc2C)nnc1SCC(=O)Nc1cc(C)on1 | -17 | -16 | -6 | -6 | 5 | 95 | -6 | -5 | 2.3 | 17 | 7
O=C(Cn1ccc(C(F)(F)F)n1)N=Nc1c(O)[nH]c2ccc(Br)cc12 | nt | -12 | 2 | -3 | -17 | 105 | 3 | -7 | 2.4 | nt | 31
COc1cccc(/C=N/NC(=O)NC2CCCCC2)c1O | nt | -14 | 3 | 1 | ? | 90 | 16 | -5 | 4.0 | nt | 40

Of the compounds above, these contain a cyano group:
SMILES | SR-BI HDL uptake | PKA-R1A activ | Mot1-301 SUMO | PKA-R2B act | MITF TRPM1 HTS | DSG3 Ab inh | NSD2 inh | dFosB activator | CDK5 inh | SR-BI DiI-HDL act | Arr AP2 block
COc1cc2c(cc1C1C(C#N)=C(N)OC3=C1C(=O)CC(C)(C)C3)OCO2 (centres undefined) | -4 | -3 | -4 | -15 | -6 | 115 | 5 | 2 | -0.7 | 4 | -6
N#Cc1ccccc1Sc1ccccc1C(=O)NCC(c1ccco1)N1CCCC1 (centres undefined) | -15 | -2 | 6 | -10 | 2 | 119 | 10 | -2 | -8.6 | 15 | 1
